Bim-Bfl-1 – inhibitors of Bim binding to Bfl-1, primary screen, biochemical, multiplexed, bead-based flow cytometry; inhibition, % at 10 µM; actives 0.12% (n = 190,000); Bcl-2-related protein A1 (Homo sapiens), Q16548; Bim-Bfl-1 binding inhibition;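 note: 0% = wells without compound plus tracer and 100% = blocker peptide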
Bim-Bcl-B – inhibitors of Bim-Bcl-B binding, primary screen, biochemical, multiplexed, human Bcl-2 family; bead-based flow cytometry, Bim peptide-Bcl-B binding; AID 951, 2007; actives 0.073% (n = 190,000); Bcl-2-like protein 10 (Homo sapiens), Q9HD36; inhibition, % at 10 µM;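 note: 0% = tracer peptide without compound and 100% = reference inhibitor peptide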
Mcl-1 Bim block – inhibitors of Bim peptide binding to Mcl-1, primary screen, biochemical, bead-based flow cytometry, multiplex | Induced myeloid leukemia cell differentiation protein Mcl-1 (Homo sapiens), Q07820 | Bim peptide-Mcl-1 binding | inhibition, % at 10 µM | actives 0.1% (n = 190,000) | AID 1009, 2008;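 note: 0% = no compound tracer wells and 100% = peptide blocker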
Target sequence (Q07820 whole entry, looked up): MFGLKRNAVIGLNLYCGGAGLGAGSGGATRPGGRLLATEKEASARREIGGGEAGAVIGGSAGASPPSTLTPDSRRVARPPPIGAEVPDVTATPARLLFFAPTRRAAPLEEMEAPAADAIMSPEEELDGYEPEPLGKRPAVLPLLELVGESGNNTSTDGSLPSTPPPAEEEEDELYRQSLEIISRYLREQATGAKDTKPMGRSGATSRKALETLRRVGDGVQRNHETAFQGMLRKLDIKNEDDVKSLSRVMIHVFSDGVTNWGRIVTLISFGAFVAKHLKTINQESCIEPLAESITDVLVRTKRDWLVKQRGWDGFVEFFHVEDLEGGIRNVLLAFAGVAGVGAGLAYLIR
Bcl-2 Bim block – inhibitors of Bim-Bcl-2 binding, primary screen, biochemical, multiplexed, human Bcl-2 family; AID 950, 2007; inhibition, % at 10 µM; Bead-based flow cytometry, Bim peptide-Bcl-2 binding; actives 0.06% (n = 190,000); Apoptosis regulator Bcl-2 (Homo sapiens), P10415; in the data active = inhibition above about 40%; inconclusive = no clear call, values can overlap the other calls;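 note: 0% = no compound wells with probe peptide and 100% = reference peptide inhibitor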
Target sequence (P10415 whole entry, looked up): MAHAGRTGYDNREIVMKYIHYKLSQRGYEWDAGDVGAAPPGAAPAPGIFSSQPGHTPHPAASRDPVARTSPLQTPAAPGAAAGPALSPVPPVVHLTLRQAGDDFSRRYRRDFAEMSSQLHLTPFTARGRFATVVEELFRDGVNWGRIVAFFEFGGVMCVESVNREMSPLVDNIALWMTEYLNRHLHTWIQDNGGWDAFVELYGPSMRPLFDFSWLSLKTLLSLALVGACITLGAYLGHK
RGS8-Gao reg – RGS8-Galphao binding modulators, primary screen, biochemical, multiplexed bead flow cytometry; Guanine nucleotide-binding protein G(o) subunit alpha (Homo sapiens), P09471; actives 0.34% (n = 220,000); response (percent of control binding), % at 10 µM; AID 1423, 2008; actives lie on both sides; in the data active = response below about 60% or above about 140%; inactive = in between;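 note: Galphao activated as the GDP aluminium fluoride complex binding bead-coupled RGS8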
RGS7-Gao – RGS7-Galphao binding modulators, primary screen, biochemical, multiplexed bead flow cytometry; actives lie on both sides; binding response (% of control), % at 10 µM; actives 0.35% (n = 220,000); in the data active = binding response below about 49% or above about 150%; inconclusive = no clear call, values can overlap the other calls; inactive = in between;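 note: fluorescent Galphao held in activated GDP-AlF4 state binding bead-coupled RGS7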
Bim-Bcl-XL – inhibitors of Bim-Bcl-XL binding, primary screen, biochemical, multiplexed, bead flow cytometry, human Bcl-XL. Bcl-2-like protein 1 (Homo sapiens), Q07817. Bim peptide-Bcl-XL binding, fluorescence. inhibition, % at 10 µM. actives 0.04% (n = 190,000)
Target sequence (Q07817 whole entry, looked up): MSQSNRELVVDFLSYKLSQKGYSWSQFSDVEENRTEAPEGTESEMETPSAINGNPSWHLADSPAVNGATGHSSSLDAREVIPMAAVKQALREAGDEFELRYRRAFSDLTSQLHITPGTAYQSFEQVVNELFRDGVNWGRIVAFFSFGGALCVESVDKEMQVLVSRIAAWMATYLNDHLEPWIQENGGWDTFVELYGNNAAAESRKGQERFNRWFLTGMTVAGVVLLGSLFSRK
Mcl1-Bid inh – Mcl-1/Bid binding inhibitors, primary screen, biochemical, TR-FRET, 1536-well; TR-FRET Mcl-1/Bid-Dy647 peptide binding; inhibition, % at 21.7 µM; actives 0.97% (n = 220,000); Induced myeloid leukemia cell differentiation protein Mcl-1 (Homo sapiens), Q07820;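 active = compounds that cut the binding signal by more than half at the single screening dose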;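 note: His-tagged Mcl-1 with europium anti-His antibody binding Bid BH3 peptide; 0% = Mcl-1 plus peptide wells and 100% = peptide-only wells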
RGS4-Gao reg – modulators of RGS4 binding to Galphao, primary screen, biochemical, multiplexed bead flow cytometry | Guanine nucleotide-binding protein G(o) subunit alpha (Homo sapiens), P09471 | actives lie on both sides | binding response (% of control), % at 10 µM | actives 0.33% (n = 220,000); in the data active = binding response below about 49% or above about 150%; inactive = in between;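 note: fluorescent Galphao activated with aluminum fluoride binding bead-coupled RGS4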
GSH bead fluor – compound fluorescence on glutathione beads, profiling panel, artefact control, biophysical, 488/530 nm, flow cytometry | actives 0.25% (n = 190,000) | GSH beads flow cytometry, compound fluorescence 488/530 nm; active compounds read high | fluorescence (KMESF) at 10 µM; in the data active = fluorescence above about 89;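 note: glutathione beads carrying GST-tagged Bcl family fusion proteins plus one bare bead set; values are compound well signal with DMSO vehicle wells as background; inactives centre near 16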
Bim-Bcl-W – inhibitors of Bim binding to Bcl-W, primary screen, biochemical, multiplexed, bead-based flow cytometry; Bim peptide-Bcl-W binding; Bcl-2-like protein 2 (Homo sapiens), Q92843; actives 0.02% (n = 190,000); inhibition, % at 10 µM;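 note: 0% = bound tracer without compound and 100% = peptide blocker; higher means less fluorescent Bim peptide bound to Bcl-W beads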
Target sequence (Q92843 whole entry, looked up): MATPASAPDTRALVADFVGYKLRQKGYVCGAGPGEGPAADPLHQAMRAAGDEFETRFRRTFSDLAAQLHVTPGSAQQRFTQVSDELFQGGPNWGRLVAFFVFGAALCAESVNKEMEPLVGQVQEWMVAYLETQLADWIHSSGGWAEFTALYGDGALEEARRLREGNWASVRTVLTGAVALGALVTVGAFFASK
* hit, by the source's call; ? = inconclusive. Cut-off read from the data, not from the text of the source, unless noted: active = inhibition above about 40%. Compounds as they come. About 1.8% of those tested had a hit in this group.

SMILES | Bim-Bfl-1 | Bim-Bcl-B | Mcl-1 Bim block | Bcl-2 Bim block | RGS8-Gao reg | RGS7-Gao | Bim-Bcl-XL | Mcl1-Bid inh | RGS4-Gao reg | GSH bead fluor | Bim-Bcl-W
CNC(=O)CN1C(=O)CSc2nc(C)cc(C)c21 | -6 | -7 | -4 | -4 | 102 | 104 | -7 | -2 | 104 | 14 | -6
CCN(CC)CCCNC(=O)c1cn(CC)c2ccc(S(=O)(=O)N3CCc4ccccc4C3)cc2c1=O | -1 | -4 | -1 | 0 | 101 | 100 | -4 | -1 | 98 | 7 | -1
C/C(=N\NC(=O)C1CC1c1ccccc1)c1cccs1 (stereo not drawn) | -5 | -5 | -3 | -8 | 100 | 100 | -7 | -15 | 96 | 13 | -4
OCC1(CC2CCCCO2)CCN(Cc2cccc(O)c2)CC1 (stereo not drawn) | -1 | -1 | 1 | 2 | 103 | 104 | 0 | -38 | 101 | 18 | 0
Cc1ccc(C(=O)NCCCCNC(=O)c2ccc(C)o2)o1 | -14 | -7 | -2 | -7 | 100 | 98 | -3 | -36 | 100 | 34 | -3
COCC(=O)Nc1ccc(Br)cc1 | -8 | -11 | 0 | -4 | 100 | 93 | -18 | -7 | 92 | 42 | -2
O=C(c1ccco1)N(Cc1ccc([N+](=O)[O-])cc1)c1ccc(Br)cc1 | -12 | -8 | -1 | -8 | 96 | 96 | -10 | 0 | 98 | 37 | 1
CC(C(=O)Nc1ccccc1C(=O)N1CCCC1)n1nnc2ccccc21 (stereo not drawn) | -8 | -8 | -2 | -13 | 106 | 103 | -5 | -18 | 104 | 25 | -4
O=C(O)c1ccccc1/C=N/Nc1nc(N2CCCCC2)nc(N2CCCCC2)n1 | -5 | -3 | -6 | -1 | 100 | 87 | -1 | -8 | 97 | 26 | 3
Cc1noc(/C=C/N(C)C)c1S(=O)(=O)N1CCCC(C(=O)NCc2cccs2)C1 (stereo not drawn) | -11 | -7 | -1 | -10 | 102 | 104 | -3 | -11 | 102 | 13 | 0
CC/C(=N\NC(=O)c1ccc2c(c1)OCO2)C12CC3CC(CC(C3)C1)C2 | -8 | -4 | 0 | -6 | 102 | 101 | -7 | 3 | 101 | 15 | -1
COc1ccc(N(C)S(=O)(=O)c2cccc(C(=O)OCC(=O)Nc3sc4c(c3C#N)CCCCC4)c2)cc1 | 4 | -1 | -4 | -1 | 97 | 101 | -4 | -30 | 95 | 8 | -2
CCCCCCn1c(-c2ccco2)nc2oc3cc(OC)ccc3c(=O)c2c1=O | 8 | 5 | 3 | 8 | 93 | 91 | 0 | -10 | 95 | 7 | -1
CN(C)C=Nc1nonc1-c1ncn[nH]1 | -3 | -4 | 2 | 2 | 98 | 99 | -2 | -33 | 99 | 65 | -3
O=C1c2ccccc2C(Nc2ccc(S(=O)(=O)N3CCCCCC3)cc2)N1c1ccccn1 (stereo not drawn) | -7 | -7 | 0 | -3 | 100 | 95 | -2 | -20 | 97 | 27 | 0
Cc1ccc(S(=O)(=O)N2CCN(S(=O)(=O)N(C)C)CC2)c(C)c1 | -9 | -7 | 1 | -4 | 99 | 92 | 0 | 0 | 99 | 57 | 0
C=CCn1c(C)cc(C(=O)COC(=O)C2CC(=O)N(Cc3ccccc3)C2)c1C (stereo not drawn) | -5 | -8 | -1 | -7 | 105 | 101 | -2 | -43 | 106 | 25 | 0
CCCn1c(=N)n(CC(O)COc2cccc(C)c2)c2ccccc21 (stereo not drawn) | 2 | 0 | 0 | 0 | 103 | 103 | -3 | 15 | 102 | 14 | -1
O=C(O)CCS(=O)(=O)c1cccc2cccnc12 | -6 | -3 | 1 | -4 | 92 | 86 | 0 | -15 | 87 | 7 | 6
CC1=NN(C(=O)c2csc(C(C)C)c2)C(O)(C(F)(F)F)C1 (stereo not drawn) | 1 | 6 | 2 | 2 | 103 | 102 | 4 | -12 | 102 | 13 | 3
CCn1cc(C(=O)O)c(=O)c2cc(F)c(N3CCN(S(=O)(=O)c4ccc(NC(C)=O)cc4)CC3)cc21 | -9 | -7 | -3 | -8 | 96 | 93 | -5 | 6 | 94 | 15 | -7
CCCN1CCN(CCCNC(=O)Cn2cc3c(n2)CCCC3)CC1 | -6 | -7 | -2 | -6 | 105 | 101 | -5 | -21 | 104 | 26 | -1
CCOC(=O)c1[nH]c(C)c(C(=O)Nc2ccccc2F)c1C | -3 | -3 | -2 | -6 | 97 | 127 | -6 | 32 | 102 | 25 | -4
CCOC(=O)/C(=N\Nc1cccc(Cl)c1)Sc1nnc(-c2ccc(OC)cc2)n1C | -14 | -9 | -1 | -8 | 101 | 103 | -6 | -27 | 101 | 13 | -3
COc1cccc(CN(C)Cc2nc(C3CC3)no2)c1 | 5 | 1 | -2 | 3 | 100 | 103 | -1 | -3 | 100 | 9 | -5

Sorted by count of non-hydrogen atoms (low to high): some entries from above.
SMILES | Bim-Bfl-1 | Bim-Bcl-B | Mcl-1 Bim block | Bcl-2 Bim block | RGS8-Gao reg | RGS7-Gao | Bim-Bcl-XL | Mcl1-Bid inh | RGS4-Gao reg | GSH bead fluor | Bim-Bcl-W
O=C(O)CCS(=O)(=O)c1cccc2cccnc12 | -6 | -3 | 1 | -4 | 92 | 86 | 0 | -15 | 87 | 7 | 6
Cc1ccc(C(=O)NCCCCNC(=O)c2ccc(C)o2)o1 | -14 | -7 | -2 | -7 | 100 | 98 | -3 | -36 | 100 | 34 | -3
OCC1(CC2CCCCO2)CCN(Cc2cccc(O)c2)CC1 (stereo not drawn) | -1 | -1 | 1 | 2 | 103 | 104 | 0 | -38 | 101 | 18 | 0
O=C(c1ccco1)N(Cc1ccc([N+](=O)[O-])cc1)c1ccc(Br)cc1 | -12 | -8 | -1 | -8 | 96 | 96 | -10 | 0 | 98 | 37 | 1
CCn1cc(C(=O)O)c(=O)c2cc(F)c(N3CCN(S(=O)(=O)c4ccc(NC(C)=O)cc4)CC3)cc21 | -9 | -7 | -3 | -8 | 96 | 93 | -5 | 6 | 94 | 15 | -7

Remaining list, next part
SMILES | Bim-Bfl-1 | Bim-Bcl-B | Mcl-1 Bim block | Bcl-2 Bim block | RGS8-Gao reg | RGS7-Gao | Bim-Bcl-XL | Mcl1-Bid inh | RGS4-Gao reg | GSH bead fluor | Bim-Bcl-W
N#Cc1c(NCCCO)nc(-c2ccccc2)c2c1CCCC2 | 1 | 1 | 1 | -1 | 101 | 96 | 0 | 1 | 98 | 22 | 0
COCc1ccc(C(=O)N2CCCC(C(=O)c3cccc(C(F)(F)F)c3)C2)o1 (stereo not drawn) | -5 | -3 | -1 | 2 | 101 | 102 | -6 | -13 | 105 | 10 | -5
COc1ccc(NC(=O)CSC2CCCCC2)cc1 | -1 | 0 | -2 | -1 | 102 | 102 | 0 | -12 | 102 | 19 | 0
O=C(NCCSC1CCCCC1)c1ccccc1 | -4 | -2 | 0 | -1 | 102 | ? | 0 | -23 | 102 | 16 | -1
CC1(CCc2ccc(O)cc2)NC(=O)NC1=O (stereo not drawn) | -12 | -8 | 0 | -5 | 100 | 99 | -18 | -37 | 102 | 51 | 4
COc1ccc2nc(SCC(=O)Nc3ccc(S(=O)(=O)Nc4nccc(C)n4)cc3)[nH]c2c1 | 0 | 0 | 0 | -3 | 101 | 101 | 0 | -37 | 100 | 19 | -1
Fc1ccc2nc(C3CCN(Cc4nc(CC5CC5)no4)CC3)[nH]c2c1 | -5 | -1 | 0 | -1 | 106 | 110 | 0 | -34 | 103 | 23 | 3
COc1ccc(CNC(=O)c2cccc(S(=O)(=O)N3CCN(C)CC3)c2)cc1 | 0 | 0 | -2 | -2 | 104 | 112 | -3 | -3 | 124 | 67 | -1
Cc1ccc(CN2C(=O)c3ccccc3NC23CCN(Cc2ccccc2)CC3)cc1 | 4 | 0 | -4 | -5 | 100 | 105 | -5 | -13 | 104 | 11 | -6
Cc1ccc(NC(=S)NCC23C=CC(O2)C2C(=O)N(c4ccc(C)cc4)C(=O)C23)cc1 (stereo not drawn) | -3 | -5 | -1 | 0 | 101 | 101 | -3 | -63 | 100 | 4 | -2
N=c1sccn1CC(=O)Nc1ccc(SC(F)F)cc1 | -1 | -5 | -1 | -1 | 99 | 108 | -7 | -7 | 106 | 11 | -5
COc1ccc(C2C(C(C)=O)=C(O)C(=O)N2CCc2c[nH]c3ccccc23)cc1OC (stereo not drawn) | 1 | 1 | 2 | 1 | 94 | 98 | 0 | -32 | 96 | 5 | -1
Cc1ccc(S(=O)(=O)NCCC(=O)OCn2nnc3ccccc3c2=O)cc1 | -5 | -3 | 2 | -4 | 100 | 103 | 1 | -24 | 107 | 32 | 0
Cc1c(C(=O)C(=O)N2CCCc3ccccc32)c2ccccc2n1C | -6 | -8 | -1 | -5 | 100 | 104 | -6 | 2 | 100 | 15 | -5
c1ccc(-c2nc(-c3cccs3)[nH]c2-c2ccccc2)cc1 | -2 | -3 | 0 | 0 | 101 | 100 | -2 | -24 | 99 | 26 | -3
COc1cc(NC(=O)c2cccs2)c(C(=O)OCC(=O)NC(=O)NCc2ccccc2)cc1OC | -1 | 0 | -1 | 4 | 94 | 100 | 6 | 43 | 98 | 38 | 0
Cc1[nH]cnc1CSCc1ccc(F)cc1 | -6 | -9 | -7 | -5 | 87 | 99 | -9 | -60 | 96 | 9 | -4

An excerpt from above with just GSH bead fluor.
| mol | GSH bead fluor |
| --- | --- |
| COc1ccc2nc(SCC(=O)Nc3ccc(S(=O)(=O)Nc4nccc(C)n4)cc3)[nH]c2c1 | 19 |
| c1ccc(-c2nc(-c3cccs3)[nH]c2-c2ccccc2)cc1 | 26 |

As entered above.
`Cc1ccc(S(=O)(=O)NCCC(=O)OCn2nnc3ccccc3c2=O)cc1` @ Mcl-1 Bim block = 2
`COc1cc(NC(=O)c2cccs2)c(C(=O)OCC(=O)NC(=O)NCc2ccccc2)cc1OC` @ Bcl-2 Bim block = 4
`Cc1[nH]cnc1CSCc1ccc(F)cc1` @ Bcl-2 Bim block = -5
`COc1ccc(CNC(=O)c2cccc(S(=O)(=O)N3CCN(C)CC3)c2)cc1` @ Mcl-1 Bim block = -2
